HT1080NT lethal: qHTS for induction of synthetic lethality in tumor cells producing 2HG: qHTS for the HT-1080-NT fibrosarcoma cell line; HT-1080-NT fibrosarcoma viability, CellTiter-Glo ATP luminescence, 48 h; Potency, µM (highest dose often 46.1 µM), without a hit: at the top dose activity, negative = less viability, hits mostly cytotoxic; actives 1.6% (n = 360,000); AID 686970, 2013;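 further: NT is the 2HG producing partner of a matched IDH1 knockdown line; potency means the concentration at half of the fitted maximal effect; 0% = DMSO-treated cells and -100% = media-only wells without cells; nearly all actives have a fitted effect of over 55% in size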
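Viability of the 2HG-overproducing fibrosarcoma line after 48 hours of compound exposure at 37 degrees C was determined by luminescence with CellTiter-Glo, and concentration-effect curves were then fitted and categorized.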
HT1080 IDH1KD tx: qHTS for induction of synthetic lethality in tumor cells producing 2HG: qHTS for the HT-1080-IDH1KD cell line; HT-1080 IDH1 knockdown viability, ATP luminescence, 48 h; Potency, µM (series often up to 46.1 µM), for inactives: at the highest dose activity, negative = toxicity, hits mostly cytotoxic; actives 2% (n = 360,000); AID 686971, 2013;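 further: potency means the concentration at half of the fitted maximal effect; 0% = DMSO wells and -100% = cell-free medium wells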
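Cytotoxicity counter-line: IDH1KD HT-1080, 48 h, CellTiter-Glo. Curves classed by r2, magnitude and activity.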
MCF10A rerep: A quantitative high throughput screen for small molecules that induce DNA re-replication in MCF 10a normal breast cells; Potency, µM (doses to about 46.1 µM), for the others: top-dose activity, positive = re-replication, actives largely listed as activators; MCF 10A DNA re-replication, Hoechst nuclear intensity, 48 h; actives 2.9% (n = 350,000); further: potency means the concentration at half of the fitted maximal effect; % of control where 0% means no effect; nearly all actives have a fitted effect of over 50% in size
IL1B secr inh: qHTS for Inhibitors of Inflammasome Signaling: IL-1-beta AlphaLISA Primary Screen | activity change, % at 57.5 µM | AID 743279, 2014 | THP-1 LPS/ATP IL-1B secretion, AlphaLISA, 16 h; hits give low values | actives 4.7% (n = 360,000); in the data active means activity change below about -50%; inconclusive means mostly about -30% to -49%; further: on the % scale 0 is the no-effect control and ±100 the full control effect
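Secreted IL-1B measured by AlphaLISA bead assay after 16 h compound exposure of THP-1 cells; compounds (final up to 57.5 uM) added 1 h before LPS (250 ng/mL) and ATP (1.25 mM) stimulation; lower signal means less secretion.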
SW480 rerep: A quantitative high throughput screen for small molecules that induce DNA re-replication in SW480 colon adenocarcinoma cells. SW480 DNA re-replication, Hoechst DNA content imaging, 48 h. Potency, µM (titrated, usually from 46.1 µM), for inactives: at the highest dose re-replication activation, most hits filed as activators. actives 1.8% (n = 340,000); further: potency means the concentration at half of the fitted maximal effect; % of control where 0% means no effect; nearly all actives have a fitted effect of over 55% in size
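DNA re-replication was detected as more nuclei of elevated Hoechst intensity after 48 hr exposure to compound (23 nL pinned per well of 250 cells).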
D3 ag: qHTS of D3 Dopamine Receptor Agonist: qHTS. D3R DiscoveRx beta-arrestin cells, luminescence, 90 min. actives 0.58% (n = 410,000). D(3) dopamine receptor (Homo sapiens), P35462. max activation, %; in the data active means max activation above about 30%; further: 0% is about no effect; mostly tested at two doses, the higher about 12 µM
Target sequence (P35462 whole entry, looked up): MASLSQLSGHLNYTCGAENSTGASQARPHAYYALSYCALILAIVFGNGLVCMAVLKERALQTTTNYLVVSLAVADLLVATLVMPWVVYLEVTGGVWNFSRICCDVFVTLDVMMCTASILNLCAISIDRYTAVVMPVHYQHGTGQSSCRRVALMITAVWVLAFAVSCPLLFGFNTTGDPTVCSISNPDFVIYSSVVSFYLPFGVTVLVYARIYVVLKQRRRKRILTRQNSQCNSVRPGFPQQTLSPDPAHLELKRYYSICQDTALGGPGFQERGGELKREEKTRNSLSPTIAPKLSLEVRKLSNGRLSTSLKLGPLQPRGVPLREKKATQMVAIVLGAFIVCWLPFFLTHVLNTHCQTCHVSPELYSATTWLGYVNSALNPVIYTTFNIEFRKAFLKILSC
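Agonist-mode cell screen: cells plated at 1500/well and incubated overnight at 37 °C, then exposed to library compounds for 90 min at 37 °C. Detection reagent was added for 30–60 min at room temperature, and luminescence was read.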
HEK293 tox: qHTS of GLP-1 Receptor Inverse Agonists: Cytotox Screen. HEK293 cAMP-luciferase reporter cells, luminescence, 24 h. Potency, µM (highest dose often 38.3 µM), without a hit: at the highest dose activity change, negative = inhibition, usual class: inhibitors. actives 0.13% (n = 410,000). AID 624418, 2012;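 further: loss of luciferase light is scored as toxicity; potency means the concentration at half of the fitted maximal effect; on the % scale 0 is the no-effect control and ±100 the full control effect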
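MLSMR compounds, 24 hr on cells at 37 deg C/5% CO2; luminescence after luciferase reagent (12 min RT). Inhibition counted as the undesired cytotoxic outcome.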
KB-3-1 tox: qHTS assay for MDR1-selective chemotherapeutics: Primary screen using the parental adenocarcinoma cell KB-3-1 | KB-3-1 viability, CellTiter-Glo ATP luminescence, 72 h | Potency, µM (series often up to 46.1 µM), without a hit: top-dose activity change, negative = cytotoxic, most hits filed as cytotoxic | actives 1.4% (n = 400,000); further: potency means the concentration at half of the fitted maximal effect; on the % scale 0 is the no-effect control and ±100 the full control effect; nearly all actives have a fitted effect of over 60% in size
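Viability of parental KB-3-1 cells, measured by CellTiter-Glo luminescence, followed a 72 h incubation at 37 °C with pinned compounds in phenol-red-free DMEM containing 10% FBS.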
KB-V1 cytotox: qHTS assay for MDR1-selective chemotherapeutics: Primary screen using the drug-selected MDR subline cells KB-V1. Potency, µM (doses to about 46.1 µM), for inactives: at the top dose activity change, negative = cytotoxicity, most hits filed as cytotoxic. KB-V1 MDR cells viability, CellTiter-Glo, 72 h. actives 3.4% (n = 400,000); further: potency means the concentration at half of the fitted maximal effect; on the % scale 0 is the no-effect control and ±100 the full control effect; nearly all actives have a fitted effect of over 60% in size
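In this primary screen, KB-V1 cells overexpressing P-gp are incubated with library compounds (lowest to highest concentration) for 72 h at 37 degrees C before a luminescent ATP viability read.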
The depositor's hits bear a star; u = inconclusive; x = no result given; & = joins results of further samples; [ ] = another dose, or the depositor's remark. Unless noted, the call rests on the fitted dose curve; in most records, active means well fitted curve in the direction sought with a large enough effect; inconclusive means small, poorly fitted or top-dose-only effect, or another doubt; inactive means no such curve, though single readings can be large; an effect the other way counts as inactive or inconclusive.

SMILES | HT1080NT lethal | HT1080 IDH1KD tx | MCF10A rerep | IL1B secr inh | SW480 rerep | D3 ag | HEK293 tox | KB-3-1 tox | KB-V1 cytotox
O=C(CSc1ccc2nnc(-c3ccccn3)n2n1)Nc1nccs1 | 3% | 4% | 5% | 3 | -15% | 6 | -5% | 13% | 29%
Nc1c(C(=O)Nc2ccc(OC(F)(F)F)cc2)nnn1Cc1ccccc1 | x | x | x | x | x | 7 | -5% | 6% | -2%
COc1cccc(CN(C(=O)Cc2c[nH]c3ccccc23)C(C(=O)NC2CCCCC2)c2ccc(C)o2)c1 (stereo not drawn) | -21% | u | 6% | -68* | u | -4 | -12% | u | 21µM*
COc1ccc(OCC(=O)OCC(=O)NCC2CCCCC2)cc1 | 1% | -2% | -6% | 27 | -16% | 19 | 2% | 19% | 19%
COc1ccccc1N1CCN(C(=O)c2cc3cc(Cl)ccc3[nH]2)CC1 | -1% | -3% | 18% | -1 | 12% | -3 | -9% | u | -30%
Cc1cnc(N2C(=O)c3ccc([N+](=O)[O-])cc3C2=O)s1 | 17% | 12% | 0% | u | -5% | -2 | 6% | -4% | -4%
Cc1ccccc1NC(=O)c1ccc(S(=O)(=O)N(C)C)cc1 | 4% | 11% | 15% | -6 | -7% | -4 | 1% | 11% | u
Cc1ccc(NC(=O)CN(C)CC(=O)Nc2ccc(N3CCOCC3)cc2)cc1F | 5% | -7% | 1% | -8 | 11% | 1 | -9% | 1% | -4%
N#Cc1ccsc1NC(=O)c1cccc([N+](=O)[O-])c1 | -13% | -12% | 12% | 0 | 14% | -4 | 1% | -14% | -30%
COc1ccc(Cl)cc1NC(=O)c1cnc2sccn2c1=O | 3% | 8% | -4% | 23 | 0% | 2 | 1% | 21% | 15%
COc1ccc(-c2cc(C(F)(F)F)nc(SCCC(=O)N3CCCC3)n2)cc1 | 13% | 4% | 12% | -52* | 6% | 0 | 4% | 9% | 0%
Cc1ccc([C@@H]2CC=C(C(=O)O)[C@H](c3ccccc3F)N2S(=O)(=O)c2ccccc2C)cc1 | -13% | -17% | -21% | 43 | -17% | -16 | -26% | 0% | -1%
Cc1cccc(NC(=O)CSc2nnc3ccc(-c4ccccn4)nn23)c1 | 16% | 18% | u | -14 | u | -16 | -12% | 27% | 6%
Cc1nn(-c2ccc(F)cc2)c(Cl)c1/C=C1\C(=O)Nc2ccccc21 | u | 5.2µM* | 8.2µM* | 0 | u | 2 | -3% | u | 13µM*
COc1ccc(C(=O)O)cc1S(=O)(=O)N(C)C | 12% | 20% | -3% | -17 | -17% | -2 | 9% | 12% | 0%
Cc1cc(C)c(S(=O)(=O)N2CCCCC2CCNC(=O)C(=O)NC2CC2)c(C)c1 (stereo not drawn) | -8% | u | 23% | -1 | 6% | -5 | 11% | u | u
CCC(=O)c1ccccc1OCCSc1nc(C)cc(=O)[nH]1 | 3% | -4% | 22% | -6 | -9% | 9 | 2% | 0% | 15µM*
COc1ccc(Cl)cc1NC(=O)c1c(NCc2cccs2)sc2c1CCC(C)C2 (stereo not drawn) | x | x | x | x | x | 4 | -8% | -7% | -23%
CC(C)COc1ccc(C(=O)OCCN2CCCCC2)cc1 | u | -1% | u | -14 | -3% | -12 | 17% | 2% | -2%
COC(=O)COc1ccc2c(c1C)O/C(=C\c1ccco1)C2=O | 6% | 18% | u | -8 | 9% | 0 | -9% | 0% | 0%
O=C(COc1ccc(F)cc1)Nc1nnc(S(=O)(=O)N2CCCC2)s1 | 8% | 6% | 16% | -4 | -12% | 0&9 | 0%&0% | 2%&5% | 13%&20%
CC(=O)NCCNc1nc2c(-c3ccc(C)cc3)nnn2c2ccccc12 | x | x | x | x | x | 5 | 5% | 4% | -15%
COc1ccnc(-n2cccc2/C=N/O)c1C#N | 9% | -4% | -3% | -2 | -95%[inhibitor] | 5 | 10% | 18% | 15%
Cc1sc(N/N=C/c2cccnc2)nc1-c1ccccc1 | -15% | u | u | u | u | 1 | 8% | u | 12µM*
O=C(CNC(=O)c1ccc(Cl)c([N+](=O)[O-])c1)NCC1CCCO1 (stereo not drawn) | 6% | -13% | 6% | -5 | -2% | -9 | -9% | -1% | 1%
Other structures.
SMILES | HT1080NT lethal | HT1080 IDH1KD tx | MCF10A rerep | IL1B secr inh | SW480 rerep | D3 ag | HEK293 tox | KB-3-1 tox | KB-V1 cytotox
Cc1ccc(OCCCCN(C)Cc2ccccc2)c(Br)c1 | u | u | u | -98* | u | -16 | 9% | -19% | -30%
O=C(CCC(=O)Nc1ccccc1Cl)N/N=C/c1ccccc1 | 11% | 10% | -2% | 14 | 1% | -2 | -5% | 7% | 30%
COc1cc(NC(=O)c2cc(S(=O)(=O)N3CCCCC3)ccc2N2CCOCC2)cc(OC)c1 | -26% | -24% | -13% | -7 | -2% | -3 | -4% | -2% | -4%
COc1ccccc1-n1c(SCC(=O)NC2CC2)nc2ccccc2c1=O | 10%[9.24 µM] | 13% | 3% | -19 | -16% | 6 | -23% | -9% | u
Cc1ccc(OCCCCn2nnc3sc4c(c3c2=O)CCC(C)C4)cc1 (stereo not drawn) | x | x | x | x | x | 7 | 8% | -3% | 0%
Cc1nn(C(=O)/C(C#N)=C/N(C)C)c(C)c1C | -4% | 0% | 3%[9.22 µM] | -6 | u | -10 | -9% | 0% | -2%
Cc1ccc(NC(=O)c2ccc(=O)n(CC(=O)Nc3ccccc3)n2)cc1 | 11% | 2% | -2% | 37 | 0% | 0&9 | -9%&3% | 3% | 14%
CN(C)CCCNc1c2ccccc2nc2ccccc12 | 4.1µM* | 5.2µM* | u | -103* | u | -6 | x | 1.6µM* | 12µM*
COc1cc(OC)cc(C2=Cc3ccccc3C(CC(C)=O)N2c2ccc(C#CC3(N)CCCCC3)cc2)c1 (stereo not drawn) | 15µM* | 13µM* | x | -19 | x | 13 | -14% | u | u
COC(=O)c1[nH]c2ccc(Cl)cc2c1NC(=O)c1ccccc1[N+](=O)[O-] | -3% | -3% | 5% | 15 | -1% | -3 | -16% | 2% | 0%
CC(C)(C)OC(=O)N/N=C\c1ccc(OC(=O)c2ccco2)cc1 | -1% | -5% | 1% | 7 | -6% | -3 | 23% | 2% | 1%
COCCNc1nnc(SCC(=O)NNC(=O)c2ccco2)s1 | 3%[9.24 µM] | 0% | -1% | 7 | 11% | 5 | 5% | 15% | 0%
Nc1nonc1NC(=O)NN=C1CCCCC1 | -5% | 2% | 11% | 14 | 3% | -5 | 61%[activator] | 24% | 26%
Cc1ccc(C(=O)CCC(=O)Nc2ccccc2C)cc1C | 7% | 9% | 1% | -11 | u | 4 | -1% | 2% | -12%
Cc1ccc(N=Cc2c(O)c3ccccc3oc2=O)cc1F | 3% | 2% | 12% | 22 | 0% | 4 | 4% | -6% | 0%
CC(C)Oc1ccc(/C=N/NC(=O)c2ccc(N(Cc3ccccc3)S(C)(=O)=O)cc2)cc1 | -6% | -5% | 7% | -10 | 0% | 8 | -11% | 13% | 13%
O=C1N[C@@H](c2ccccc2)COC(=O)[C@@H](Cc2ccc(F)cc2)CC/C=C/C[C@H]1CC(=O)N(CCO)Cc1ccccc1 | u | u | u | u | u | 19 | 1% | 0% | 0%
CSc1ccc(C(O)c2ncc(-c3ccc(F)cc3)[nH]2)cc1 (stereo not drawn) | -17% | -27% | x | 10 | x | -10 | -9% | -1% | -2%
Cc1ccccc1CN1C(=O)c2ccccc2Sc2ccc(C(=O)NCCCN3CCOCC3)cc21 | -25% | u | u | u | u | -13&-10 | u | -14% | -16%
C/C(=N\NC(=O)COc1ccccc1[N+](=O)[O-])c1cccs1 | 1% | u | -6% | 35 | 0% | 0 | -7% | -2% | u
COc1ccc(NC(=O)c2cc(C)nc3ccccc23)cc1S(=O)(=O)Nc1ccccc1Cl | 3% | -4% | 1% | 18 | -54%[inhibitor] | -6 | -2% | -6% | u
CCN(CC)c1ccc(C2C(C(=O)Nc3ccccc3C)=C(C)Nc3ncnn32)cc1 (stereo not drawn) | x | x | x | x | x | 1 | -1% | 3% | 0%
CCCNC(=O)COC(=O)c1ccc(S(=O)(=O)N2CCCCCC2)cc1 | 11% | 9% | 4% | 18 | -3% | 0 | -2% | 6% | 20%
CCc1ccc(N2CCN(CCNC(=O)Nc3ccccc3)CC2)cc1 | 0% | 1% | 13% | -27 | -2% | -16 | 4% | 1% | 11%
CC(C)Cn1c(CN2CCCCC2C)nc2c1c(=O)n(C)c(=O)n2C (stereo not drawn) | 13% | 3% | -3% | 17 | 9% | 5 | -20% | 7% | 16%
Cn1c(CNC(=O)CCNC(=O)c2ccccc2F)cc(=O)n(C)c1=O | 14% | 16% | 1% | 24 | -3% | 4 | -9% | -1% | 23%
COc1ccc(CC(=O)Nc2cc(F)ccc2F)cc1S(=O)(=O)N1CCOCC1 | -2% | -15% | x | 7 | x | -6 | -7% | -10% | -24%

Pulled one by one from above, 4 records:
SMILES | HT1080NT lethal | HT1080 IDH1KD tx | MCF10A rerep | IL1B secr inh | SW480 rerep | D3 ag | HEK293 tox | KB-3-1 tox | KB-V1 cytotox
Cc1ccc(N=Cc2c(O)c3ccccc3oc2=O)cc1F | 3% | 2% | 12% | 22 | 0% | 4 | 4% | -6% | 0%
O=C(CCC(=O)Nc1ccccc1Cl)N/N=C/c1ccccc1 | 11% | 10% | -2% | 14 | 1% | -2 | -5% | 7% | 30%
Cc1ccc(C(=O)CCC(=O)Nc2ccccc2C)cc1C | 7% | 9% | 1% | -11 | u | 4 | -1% | 2% | -12%
COc1ccc(NC(=O)c2cc(C)nc3ccccc23)cc1S(=O)(=O)Nc1ccccc1Cl | 3% | -4% | 1% | 18 | -54%[inhibitor] | -6 | -2% | -6% | u

Compound activity as filed in PubChem BioAssay.
